# Screening data deposited in PubChem BioAssay by Sanford-Burnham Center for Chemical Genomics.
# UBC13 inh: UBC13 polyubiquitin chain formation inhibitors, primary screen, biochemical, TR-FRET, uHTS. 0.47% of 330,000 active. Ubiquitin-conjugating enzyme E2 N (Homo sapiens), P61088. inhibition, % at 20 µM; in the data active = inhibition above about 45%, passing the limit was not always enough
# APJ antag: antagonists of human apelin receptor APJ, primary screen, CHO-K1 cells, beta-arrestin complementation, luminescence; 0.32% of 330,000 active; P35414; inhibition, % at 20 µM;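 active = inhibition above about 40% at 20 µM, limit read from the data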;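 also: cells challenged with 10 nM apelin-13 agonist together with compound; plate controls were apelin-13 plus DMSO wells for no effect and DMSO wells lacking apelin-13 for full effect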
# CXCR6 inh: CXCR6 receptor inhibitors, primary screen, cell-based, beta-arrestin, luminescence, CHO-K1 PathHunter, 1536-well; AID 602244, 2012; 0.36% of 360,000 active; inhibition, % at 20 µM; in the data active = inhibition above about 34%, passing the limit was not always enough;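 also: antagonist mode with CXCL16 agonist at 10 nM final; 0% = 10 nM CXCL16 with DMSO and 100% = unstimulated wells without agonist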
# Target sequence (O00574 whole entry, looked up): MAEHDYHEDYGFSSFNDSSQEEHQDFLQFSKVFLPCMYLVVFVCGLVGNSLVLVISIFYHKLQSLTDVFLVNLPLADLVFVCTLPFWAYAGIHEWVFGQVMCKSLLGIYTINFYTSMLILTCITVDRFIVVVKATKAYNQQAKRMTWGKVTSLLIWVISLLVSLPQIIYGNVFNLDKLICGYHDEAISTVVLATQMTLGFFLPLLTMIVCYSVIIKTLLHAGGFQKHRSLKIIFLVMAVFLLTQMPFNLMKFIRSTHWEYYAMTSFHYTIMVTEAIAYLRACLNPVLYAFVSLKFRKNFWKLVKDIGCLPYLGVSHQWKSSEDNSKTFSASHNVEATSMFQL
# EBI2 antag: EBI2 receptor antagonists, beta-arrestin recruitment, primary screen, cell-based, luminescence, 7a,25-OHC stimulation, uHTS | G-protein coupled receptor 183 (Homo sapiens), P32249 | 7a,25-OHC stimulated | inhibition, % at 5 µM | 0.81% of 360,000 active | AID 651636, 2012; in the data active = inhibition above about 38%;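 also: enzyme fragment complementation signal reports receptor beta-arrestin coupling in cells; 0% = agonist plus DMSO wells and 100% = wells without agonist; some results beyond the cut were filed as inactive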
# Target sequence (P32249 whole entry, looked up, the tested form may be a part): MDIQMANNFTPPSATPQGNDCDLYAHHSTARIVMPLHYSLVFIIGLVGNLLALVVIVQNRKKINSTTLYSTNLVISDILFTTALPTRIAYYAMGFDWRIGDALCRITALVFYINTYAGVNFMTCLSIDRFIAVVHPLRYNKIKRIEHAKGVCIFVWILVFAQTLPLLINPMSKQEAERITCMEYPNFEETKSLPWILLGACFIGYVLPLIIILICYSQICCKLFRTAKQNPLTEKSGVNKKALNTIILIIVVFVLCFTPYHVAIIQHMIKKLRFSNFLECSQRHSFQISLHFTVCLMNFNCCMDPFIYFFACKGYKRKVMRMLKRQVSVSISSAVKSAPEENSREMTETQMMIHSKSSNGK
# Gli-Sufu block: Gli-Sufu pathway antagonists, primary screen, luciferase luminescence, Sufu-KO-LIGHT cells, uHTS; 0.74% of 340,000 active; AID 588413, 2011; inhibition, % at 5 µM; Sufu-KO-LIGHT fibroblasts, Gli luciferase reporter luminescence;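 active = inhibition above about 55%, limit read from the data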;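 also: 0% = DMSO-treated cells and 100% = wells with medium but no cells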
# CCR6 antag: CCR6 receptor antagonists, primary screen, cell-based, CHO-K1, luminescence, beta-arrestin, uHTS | AID 493098, 2011 | inhibition, % at 20 µM | CHO-K1 CCR6 PathHunter beta-arrestin, CCL20-stimulated | 0.49% of 340,000 active | C-C chemokine receptor type 6 (Homo sapiens), P51684;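 active = compounds whose inhibition of the agonist-driven luminescence signal at 20 µM reaches about 50%, limit read from the data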;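 also: cells stimulated with CCL20 at 14 nM final; plate controls were DMSO with CCL20 for no effect and DMSO without agonist for full effect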
# ATG4B inhibitor: ATG4B protease inhibitors, primary screen, biochemical, fluorescence, uHTS. Cysteine protease ATG4B (Homo sapiens), Q9Y4P1. ATG4B cleavage of LC3-PLA2, NBD-HPC fluorescence, 1 h. inhibition, % at 8.33 µM. 0.51% of 340,000 active. AID 504462, 2011; in the data active = inhibition above about 40%
# Target sequence (Q9Y4P1 whole entry, looked up): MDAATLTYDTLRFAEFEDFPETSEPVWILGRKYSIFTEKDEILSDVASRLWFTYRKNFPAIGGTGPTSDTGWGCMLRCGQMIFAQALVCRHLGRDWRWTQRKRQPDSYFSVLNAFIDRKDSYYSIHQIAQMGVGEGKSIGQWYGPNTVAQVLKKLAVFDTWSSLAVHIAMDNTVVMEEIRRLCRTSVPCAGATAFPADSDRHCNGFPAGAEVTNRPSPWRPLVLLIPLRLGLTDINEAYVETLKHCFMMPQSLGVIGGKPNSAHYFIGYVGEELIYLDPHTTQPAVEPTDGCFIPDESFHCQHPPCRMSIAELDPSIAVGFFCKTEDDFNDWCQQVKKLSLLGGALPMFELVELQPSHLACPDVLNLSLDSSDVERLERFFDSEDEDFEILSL
# APJ agonist: agonists of human apelin receptor APJ, primary screen, CHO-K1 cells, PathHunter beta-arrestin, luminescence. 0% DMSO wells, 100% apelin. P35414. activation, % at 20 µM. 0.11% of 330,000 active;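 active = activation more than six SD over the plate average, tested at 20 µM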;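 also: 0% = DMSO alone and 100% = apelin-13 at 10 nM; some results filed as inactive read as strong as hits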
#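 Assay system: CHO-K1 APJ beta-arrestin complementation cell line / Compound: single test compound dose, 20 µM final, 1% DMSO / Times: overnight seeding, 90 min compound at 25 °C, 1 h detection / Technique: beta-gal luminescence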
# * hit, by the source's call; . = not tested or not shown. Rows are unselected; any-hit rate near 3%.
SMILES,UBC13 inh,APJ antag,CXCR6 inh,EBI2 antag,Gli-Sufu block,CCR6 antag,ATG4B inhibitor,APJ agonist
CCc1nnc(NC(=O)C2CCN(S(=O)(=O)Cc3ccccc3)CC2)s1,-8.3,-10.5,4.0,-12.7,-1.9,-0.5,3.6,0.8
O=C(NCc1cccnc1)C(=O)NCC(c1ccco1)N1CCN(c2ccc(F)cc2)CC1 (configuration not stated),2.6,-9.0,-2.2,-0.3,-1.7,-14.6,-4.5,0.9
O=C(Nc1cccc(Br)c1)c1ccc2snnc2c1,-0.2,-0.8,-3.4,3.6,22.6,25.5,1.2,2.1
FC(F)(F)c1ccc(-c2csc(-c3ccno3)n2)cc1,0.4,10.2,-2.5,-2.4,0.7,0.1,-6.1,-0.8
COC(=O)CSc1nc2ccc(N)cc2s1,3.5,-19.9,-3.2,-15.1,-0.6,-10.7,0.2,0.2
CCn1ncc(Br)c1C(=O)Nc1cc(C(=O)OC)ccc1C(=O)OC,26.7,9.3,4.6,7.3,1.8,-8.9,5.6,-0.7
CC1CC(C)CN(c2cc(=O)n(Cc3ccc(F)cc3)c(=O)[nH]2)C1 (configuration not stated),-2.7,-4.2,0.3,-2.3,7.7,12.4,-10.9,6.1
COc1cc2nc(/C=C/c3cc(OC)c(OC)c(OC)c3)sc2cc1SC,-4.4,-19.6,-11.8,8.2,4.5,-17.2,5.8,-2.1
O=C(CSc1ncccn1)NC(=O)Nc1ccc2c(c1)OCCO2,-8.4,5.5,-2.6,8.1,-10.7,-0.8,-7.4,-2.2
CC(=O)c1ccc(S(=O)(=O)Nc2cccc(-c3ccc(N4CCOCC4)nn3)c2)cc1,-4.7,14.0,6.8,-7.3,16.9,8.3,0.1,-0.6
C[C@@H]1O[C@@H](O[C@@H]2C(=O)c3c(O)cc(O)cc3O[C@H]2c2ccc(O)c(O)c2)[C@H](O)[C@H](O)[C@H]1O,15.4,-0.5,-0.6,6.1,1.5,5.8,-7.1,-2.4
COc1cccc(OCCNS(=O)(=O)c2ccccc2[N+](=O)[O-])c1,12.3,-11.5,-4.1,-1.9,-0.5,0.2,1.7,0.2
OCCNc1nc(Nc2ccccc2)nc2ccccc12,16.5,11.1,-11.3,-8.5,6.7,5.0,-1.8,-2.5
CCN1CCN(C(=O)C2CCN(c3nnc(C)c4c(C)n(-c5ccc(C)cc5)nc34)CC2)CC1,-2.8,5.6,-8.8,9.7,17.2,-2.9,4.3,-7.3
Cn1c(-c2ccc3ccccc3n2)[n+](C)c2ccccc21,-3.7,12.7,-2.0,-0.3,26.5,2.9,-1.7,3.2
COc1ccc(CNC(=O)CSc2nnnn2-c2ccccc2)cc1,-3.6,23.3,1.4,0.6,-3.7,0.3,-11.3,0.0
Brc1ccccc1OCCN1CCOCC1,-1.1,13.7,2.0,5.2,18.1,-21.0,-2.5,-1.0
CCOc1ccc(/C=N/NC(=O)C2CCCC2)c(OCC)c1,3.5,-27.3,-3.8,-20.0,0.2,-1.0,-2.8,5.8
CCc1c(C)nc2nc(SCc3ccccc3Cl)[nH]n2c1=O,-15.6,-9.2,-7.0,-6.8,-10.9,4.6,0.4,-3.5
N#Cc1cccc(NC(=O)Cn2cnc(S(=O)(=O)N3CCCCC3)c2)c1,5.3,9.2,6.0,-6.1,-16.9,7.7,1.7,5.5
COc1ccc(S(=O)(=O)N(C)C(C)CCc2ccco2)cc1 (configuration not stated),-5.2,18.6,-1.5,6.0,1.2,10.9,16.3,-4.4
O=C(O)c1ccc(-n2nc(-c3ccccc3)c3ccccc3c2=O)cc1,-0.3,11.3,-11.6,-4.4,41.0,-4.5,-11.3,-1.1
CC(NCc1ccc(OCc2ccc(Cl)cc2)cc1)C(O)c1ccccc1 (configuration not stated),33.4,-1.0,-11.3,-12.0,5.5,20.6,-3.7,-3.1
O=C(CN1CCCCCCC1)NC(=O)NC1CCCCC1,6.7,-2.8,5.4,-4.6,5.9,24.6,-6.7,-3.5
COc1ccc(/C=N/Nc2snc(SC)c2C#N)cc1OC,4.9,-7.7,1.8,6.1,-33.6,27.0,-1.6,-2.2
# Carrying on:
SMILES,UBC13 inh,APJ antag,CXCR6 inh,EBI2 antag,Gli-Sufu block,CCR6 antag,ATG4B inhibitor,APJ agonist
COc1ccccc1NC(=O)CSc1ncn[nH]1,7.1,19.8,-2.0,0.4,1.2,4.8,-4.4,-1.5
Cc1ccc(OCc2cc(C(=O)N(C)Cc3cnn(-c4ccccc4C)c3)no2)cn1,0.8,-7.9,-12.9,3.5,19.6,9.8,-0.7,5.4
Cc1ccc(OCC(=O)N/N=C/c2cccnc2)cc1,0.1,-1.2,7.8,10.2,6.3,-5.9,2.9,-5.7
C=CC[C@@H](CC(=O)N[C@@H](CO)Cc1ccccc1)C(=O)N[C@H](COC(=O)[C@@H](CC=C)Cc1ccc(F)cc1)C(C)(C)C,-0.3,-8.3,-1.9,8.4,1.9,8.3,-3.3,-1.3
O=C(C1CCC(CNS(=O)(=O)c2ccccc2)CC1)N1CCCCC1 (configuration not stated),-2.0,-20.6,4.9,-11.4,-16.2,8.3,-1.0,-0.7
Cc1c(C(=O)Nc2cccc(C(F)(F)F)c2)oc2ccc(S(=O)(=O)N3CCOCC3)cc12,26.9,-18.1,-5.9,-25.7,13.4,-17.0,-5.0,21.5*
CC(C)(C)NC(=O)C(c1ccc(-c2ccccc2)cc1)N(C[C@H]1CC[C@@H]([C@@H]2CC[C@H](CO)O2)O1)C(=O)c1ccc2ccccc2c1 (some centres not stated),.,.,7.3,8.5,-0.5,22.6,-12.9,.
COc1ccc(Oc2ccc(N/C=C3\CCCC3=O)cc2)cc1,-10.7,3.0,-10.1,10.3,-31.7,-2.6,6.4,-1.0
COc1ccc([N+](=O)[O-])cc1NC(=O)/C=C/C(=O)O,-23.5,-33.4,-4.8,-10.6,-3.8,4.2,3.4,2.3
Cn1cc(S(=O)(=O)N2CCC(C(N)=O)CC2)c(=O)n(C)c1=O,-15.5,8.9,-1.5,-0.7,12.3,-6.0,-4.1,1.8
Cc1[nH]cnc1C(=O)N/N=C/c1ccc([N+](=O)[O-])s1,-5.6,-46.6,-1.8,-7.7,15.8,9.7,-3.0,-1.6
CCOc1cccc2sc(N(CCCN(C)C)C(=O)c3ccc(S(=O)(=O)N(C)Cc4ccccc4)cc3)nc12,76.1*,11.9,-7.2,1.8,26.0,-5.0,25.9,25.2
COc1cccc(CNS(=O)(=O)c2cc3c(cc2Cl)NC(=O)CO3)c1,4.0,-2.3,-4.7,-6.5,-3.4,1.6,-23.2,-1.8
CCc1ccccc1NC1c2ccccc2C(=O)N1c1cccnc1 (configuration not stated),-8.0,3.6,6.2,-7.3,-5.4,14.7,-9.7,-2.9
CCCCn1c(=O)cc(O)c2ccccc21,-3.5,2.6,-4.4,-5.4,-19.0,-7.7,-6.9,-3.0
CCOc1ccc(NC(=O)Cc2cccc3ccccc23)c([N+](=O)[O-])c1,4.2,-2.2,-1.6,8.5,-1.3,-4.1,-9.3,0.8
O=C(COC(=O)CCCN1C(=O)c2cccc3cccc(c23)C1=O)Nc1cccc(C(F)(F)F)c1,29.8,11.4,2.1,3.1,1.4,15.0,-7.6,-1.7
Cc1cc2nc(-c3ccc(SCC(=O)Nc4ccc5c(c4)OCCO5)nc3)[nH]c2cc1C,-8.6,-14.3,-2.0,40.0,0.3,-7.5,-27.1,4.5
COc1cc2oc3ccc(C#Cc4ccccn4)cc3c(=O)c2cc1OC,12.8,-6.7,-3.6,-16.3,-0.8,3.5,9.7,0.4
Cc1cc(C)[n+](Cc2ccccc2)cc1C(N)=O,-4.2,11.4,12.2,6.2,0.0,-1.3,-5.0,-4.1
O=C(Cn1c(CO)nc2ccccc21)Nc1ccc2c(c1)OCCCO2,6.6,-2.0,-4.2,-1.5,-7.2,-9.2,1.4,-3.8
COc1ccc(/C=C/c2cc[n+](C(=O)Cc3ccccc3)cc2)cc1,25.2,9.9,0.2,-0.1,12.6,9.9,-5.7,-2.6
CCOC(=O)Cc1csc(NC(=O)c2ccncc2)n1,-11.0,-3.9,1.9,-2.4,-6.8,2.8,6.8,0.4
O=C(Nc1ccc(S(=O)(=O)Nc2ncccn2)cc1)c1cccnc1,-3.5,10.5,-1.3,-3.6,-2.6,11.7,-2.6,4.2
Cc1c2ccccc2c(C)c2c1ccc1ccccc12,9.2,-26.8,-19.0,11.9,-14.9,-15.9,5.2,40.8*
# Next compounds.
SMILES,UBC13 inh,APJ antag,CXCR6 inh,EBI2 antag,Gli-Sufu block,CCR6 antag,ATG4B inhibitor,APJ agonist
O=[N+]([O-])c1ccc(COc2cccc(CN3CCCCC3)c2)cc1,.,.,3.9,-9.0,0.4,5.0,5.2,.
COc1ccc(COC(=O)Oc2ccc(CNC(C)=O)cc2OC)c([N+](=O)[O-])c1,-1.9,9.0,1.0,-10.0,-14.6,1.6,3.0,-2.2
CCCCn1nc2cc(C(=O)NCCc3cccs3)ccc2c1OCC,16.6,7.2,-8.4,-0.3,-0.1,19.8,-10.2,-0.9
O=C(NCc1cccs1)C1CCN(S(=O)(=O)c2ccc(Cl)cc2)CC1,5.7,-5.1,0.3,8.4,-1.8,13.1,-6.5,-2.8
COc1ccccc1OCc1nc(C#N)c(NCc2ccco2)o1,6.0,1.6,-1.9,3.4,-0.4,-5.3,-10.2,-3.9
CCN(CC)C(=O)[C@H]1CC(CC(=O)NCCCOC)C(=O)N2CCc3c([nH]c4ccccc34)[C@]12C (some centres not stated),-14.4,-2.1,-10.1,-7.0,1.5,-3.8,2.4,-2.0
Cc1ccccc1CN1C(=O)CS/C1=N/N=C/c1ccco1,-4.8,1.5,4.3,1.6,0.2,17.6,10.2,-2.4
CCC(CC)c1nnc(NC(=O)C2CCCO2)s1 (configuration not stated),0.1,-24.6,-0.9,-1.8,-7.2,2.2,-3.6,-4.0
OCC[C@H]1C[C@@H](O)[C@H](O)[C@]2(CCCc3ccccc3O2)O1,2.6,8.9,0.5,-3.0,-3.1,10.0,7.8,-4.2
O=C1NC(=O)/C(=C\c2ccc(Oc3cnccn3)cc2)S1,-25.9,4.8,-3.4,-3.2,8.9,4.2,34.0,-5.7
COc1ccc(S(=O)(=O)Cc2ccc(C(=O)O)o2)cc1,2.4,0.8,3.1,-2.5,5.0,6.2,1.7,-0.3
COc1ccc(/C=C2\N=C3CCCCCN3C2=O)cc1,-14.3,6.2,2.4,-9.4,-8.1,6.1,-13.4,-1.0
COC(=O)CC1C(=O)NCCN1C(=O)c1ccc2oc(C(C)C)nc2c1 (configuration not stated),1.8,-2.4,2.6,-12.7,-46.9,-7.8,-0.9,-5.0
CC(C)n1nc(C(=O)OCC(=O)c2c[nH]c3ccccc23)c2ccccc2c1=O,11.0,-6.6,-4.2,38.8,2.5,-2.5,20.8,0.7

# Single values from the results shown:
# Under CCR6 antag, `CCCCn1nc2cc(C(=O)NCCc3cccs3)ccc2c1OCC` reads 19.8
# Under APJ antag, `COC(=O)CC1C(=O)NCCN1C(=O)c1ccc2oc(C(C)C)nc2c1` (configuration not stated) reads -2.4

# Some entries already given with just EBI2 antag.
SMILES | EBI2 antag
CCC(CC)c1nnc(NC(=O)C2CCCO2)s1 (configuration not stated) | -1.8
OCC[C@H]1C[C@@H](O)[C@H](O)[C@]2(CCCc3ccccc3O2)O1 | -3.0
O=C1NC(=O)/C(=C\c2ccc(Oc3cnccn3)cc2)S1 | -3.2
COc1ccc(S(=O)(=O)Cc2ccc(C(=O)O)o2)cc1 | -2.5
